Source: PubChem BioAssay
MrgX1 PAM – positive allosteric modulators of MrgX1, primary screen, HEK293 cells, Fluo-4 calcium flux; B-score at 10 µM; FDSS; stronger effect = higher value; 310,000 compounds, 0.63% hits;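 active = plate-corrected calcium response at least 3 library SD above typical, normal starting fluorescence, not activating the receptor alone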;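 also: compound read alongside a low EC10 to EC30 dose of BAM8-22 agonist; peak minus trough fluorescence over baseline measured at the second addition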
TRPC6 activator – mouse TRPC6 channel activators, primary screen, cell-based, HEK293, membrane potential dye; Short transient receptor potential channel 6 (Mus musculus), Q61143; HEK293-TRPC6 membrane potential dye fluorescence; stronger effect = higher value; B-score at 10 µM; 310,000 compounds, 0.13% hits; AID 2550, 2010;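 active = B-score of the integrated fluorescence ratio above library mean plus 3 SD, and starting fluorescence ratio within library mean plus 5 SD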;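 also: higher score means more depolarization so channel activation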
TRPC4 inh – inhibitors of mouse TRPC4 channel, primary screen, Fluo4 calcium, HEK293 TRPC4beta/mu-opioid cells | 300,000 compounds, 0.39% hits | Short transient receptor potential channel 4 (Mus musculus), Q9QUQ5 | DAMGO-evoked Fluo4 calcium flux; stronger effect = lower value | B-score at 10 µM | AID 2247, 2010;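 active = B-score over 3 SD under the library average, no early fluorescence shift, positive overall ratio signal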
Target sequence (Q9QUQ5 whole entry, looked up): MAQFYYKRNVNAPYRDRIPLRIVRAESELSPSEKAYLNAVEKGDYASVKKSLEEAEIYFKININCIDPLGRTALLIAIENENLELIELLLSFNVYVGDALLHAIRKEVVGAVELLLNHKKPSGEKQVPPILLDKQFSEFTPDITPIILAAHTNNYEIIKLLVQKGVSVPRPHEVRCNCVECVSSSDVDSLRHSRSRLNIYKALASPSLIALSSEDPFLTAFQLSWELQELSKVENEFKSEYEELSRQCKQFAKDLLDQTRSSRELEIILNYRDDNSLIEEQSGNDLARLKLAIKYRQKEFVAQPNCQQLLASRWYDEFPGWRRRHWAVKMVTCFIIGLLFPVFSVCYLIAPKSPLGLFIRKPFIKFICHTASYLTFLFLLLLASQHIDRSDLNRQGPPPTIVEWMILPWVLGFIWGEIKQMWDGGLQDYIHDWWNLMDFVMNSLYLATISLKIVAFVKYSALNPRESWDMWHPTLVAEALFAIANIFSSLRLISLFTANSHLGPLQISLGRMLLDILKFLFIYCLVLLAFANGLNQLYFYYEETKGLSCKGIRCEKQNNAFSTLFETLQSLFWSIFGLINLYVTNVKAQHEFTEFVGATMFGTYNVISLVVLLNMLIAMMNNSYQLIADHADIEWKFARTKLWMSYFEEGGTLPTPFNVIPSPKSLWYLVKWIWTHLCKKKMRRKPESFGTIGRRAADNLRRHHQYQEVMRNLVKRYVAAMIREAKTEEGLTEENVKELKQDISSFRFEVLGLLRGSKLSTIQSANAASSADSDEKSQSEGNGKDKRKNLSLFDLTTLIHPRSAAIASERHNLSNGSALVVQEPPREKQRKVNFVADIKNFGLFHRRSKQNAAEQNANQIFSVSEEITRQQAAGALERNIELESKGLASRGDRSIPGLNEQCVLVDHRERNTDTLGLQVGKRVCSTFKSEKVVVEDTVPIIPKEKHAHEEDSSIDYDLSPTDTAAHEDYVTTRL
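Material: HEK293 cells with stable TRPC4beta plus mu-opioid receptor expression / Probe or stimulus: DAMGO in two steps, submaximal then maximal / Compound: single concentration per test compound / Technique: kinetic Fluo4 fluorescence imaging of calcium influx / Read-out: per-well B score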
RGS4 pot – RGS4 potentiators or activators, primary screen, cell-based, HEK293 M3R inducible RGS4, calcium flux; carbachol calcium flux Fluo4; stronger effect = lower value; B-score at 10 µM; 310,000 compounds, 0.92% hits;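 active = B-score of the integrated calcium signal more than 4 SD below the library mean, with starting fluorescence not abnormally high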;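 also: negative B-score means reduced calcium response which marks RGS4 activation or potentiation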
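Test system: HEK293 cells with stable M3R and inducible RGS4; also added: carbachol at ECmax as muscarinic agonist stimulus; schedule: dye loading 30 min 37 °C, buffer rest 30 min RT; technique: kinetic calcium fluorescence imaging with Fluo4-AM dye, 2 µM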
TRPC6 inh – mouse TRPC6 channel inhibitors, primary screen, cell-based, HEK293, membrane potential dye | Short transient receptor potential channel 6 (Mus musculus), Q61143 | B-score at 10 µM | ACh-evoked depolarization; stronger effect = lower value | 310,000 compounds, 1.1% hits;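 active = B-score under library mean minus 3 SD, initial fluorescence not abnormally high, positive integrated signal ratio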;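 also: B-score derived from integrated fluorescence ratio over the kinetic read; more negative B-score means stronger inhibition of depolarization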
SKKanGAS inh – S. pyogenes SKKanGAS growth inhibitors in kanamycin, primary screen, streptokinase expression inhibitor project, SKKanGAS strain, BacTiter-Glo luminescence; 6 h; inhibition, % at 7.5 µM; 300,000 compounds, 1.3% hits;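 active = mean replicate score, as percent of positive control median, at least 50; inconclusive = mean below 50 but one replicate at or above 50; inactive = mean and every replicate below 50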;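 also: strain carries kanamycin resistance gene driven by streptokinase promoter and grows in 40 µg/ml kanamycin; loss of luminescence reflects streptokinase promoter inhibition or plain growth inhibition; 0% = median of DMSO wells and 100% = positive control at its reference dose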
RGS4 block – RGS4 inhibitors, primary screen, cell-based, HEK293 M3R inducible RGS4, calcium flux | B-score at 10 µM | 310,000 compounds, 0.45% hits | Regulator of G-protein signaling 4 (Homo sapiens), P49798 | AID 463165, 2010 | Fluo-4 calcium flux; stronger effect = higher value; triggered by carbachol at its EC20;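 active = B-score, a plate-corrected calcium signal, over three deviations above library mean, with baseline fluorescence within five deviations of library mean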;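 also: RGS4 expression induced by doxycycline in cells with stable M3 receptor; B-score is computed from the integrated fluorescence ratio over baseline after carbachol; higher B-score means a larger calcium signal and so more RGS4 inhibition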
MrgX1 ag – agonists of human MrgX1 receptor, primary screen, HEK293 cells, Fluo-4 calcium flux; Mas-related G-protein coupled receptor member X1 (Homo sapiens), Q96LB2; Fluo-4 calcium fluorescence, agonist mode; stronger effect = higher value; B-score at 10 µM; 310,000 compounds, 0.44% hits; AID 588627, 2011;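 active = calcium response B-score plate-corrected fluorescence ratio at least 3 library SD, with starting fluorescence B-score inside 5 SD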
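Material: HEK293 cells stably expressing human MrgX1 receptor | Quantity: 15,000 cells per well | Times: Cells plated overnight, dye loaded 0.5 h 37 °C, 0.5 h room temperature | Measured by: Kinetic Fluo-4 NW fluorescence of intracellular calcium | Control set: Positive and negative controls per plate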
Platelet DG rel – inhibitors of platelet dense granule secretion, primary screen, cell-based, MLPCN, human platelets; human platelet-rich plasma, SFLLRN dense granule ATP release, luminescence; inhibition, %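 (compounds screened at 7.5 µM in platelet-rich plasma)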; 300,000 compounds, 0.22% hits;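 active = mean replicate score, as percent of positive control, at or above 50; inconclusive = mean below 50 but at least one replicate at or above 50; inactive = mean and every replicate below 50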
HIF activator – HIF pathway transcriptional activators, primary screen, cell-based, U2OS HRE-luciferase, luminescence; U2OS HRE-luciferase reporter; normalized: DMSO 0%, desferrioxamine 100%; activation, % at 7.5 µM (by protocol); 300,000 compounds, 0.32% hits; AID 1910, 2009;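 active = mean activation of at least 10% of the iron chelator positive control signal, with at least half of replicates also reaching 10%; inconclusive = mean and replicate majority disagree about reaching 10%; inactive = mean and most replicates under 10%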
MrgX1 antag – antagonists of human MrgX1 receptor, primary screen, HEK293 cells, Fluo-4 calcium flux. Mas-related G-protein coupled receptor member X1 (Homo sapiens), Q96LB2. 310,000 compounds, 1.3% hits. B-score at 10 µM. BAM8-22 antagonism; stronger effect = lower value;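 active = calcium-response B-score plate-corrected more than 3 library SD below zero, starting fluorescence within 5 deviations, no agonist response on first addition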;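 also: peak minus trough fluorescence over baseline after final BAM8-22 challenge near maximal dose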
Active calls of the source: *; i = inactive; ? = inconclusive; · = not tested or not shown. An unsorted share of the library; 6.1% or so of the library scored in one or more.

SMILES	MrgX1 PAM	TRPC6 activator	TRPC4 inh	RGS4 pot	TRPC6 inh	SKKanGAS inh	RGS4 block	MrgX1 ag	Platelet DG rel	HIF activator	MrgX1 antag
O=c1[nH]nc(-c2ccc(F)cc2)cc1Cc1ccccc1	i	i	i	i	i	-1	i	i	-24	-0.7	i
CCOC(=O)c1cnc2c(C)cccc2c1NCCCN1CCOCC1	i	i	i	i	-6.8*	2	i	i	-3	-0.5	i
CCCCCc1ccc(OCCCC[n+]2ccc(C)cc2)c(CCCCC)c1	i	i	i	i	i	-15	i	i	5	·	i
CSc1ccc(CN(C)CCc2ccccn2)cc1	i	i	i	i	i	-1	i	i	-6	-3.4	i
CCCOc1ccc(C2C(C(=O)c3cc4ccccc4o3)=C(O)C(=O)N2c2cc(C)on2)cc1 (centres undefined)	i	i	i	i	i	-8	i	i	12	-0.7	i
COC(=O)C1CCN(C(=O)CSc2nnc(-c3ccncc3)o2)CC1	i	i	i	i	i	3	i	i	1	-0.3	i
COc1ccccc1C(=O)N/C(=C/c1cccc([N+](=O)[O-])c1)C(=O)Nc1cccc(C(=O)O)c1	i	i	i	i	i	-6	i	i	-5	0.7	i
COc1nc(NCCO)nc(Nc2cc(Cl)ccc2OC)n1	i	i	i	i	i	22	i	i	4	0.1	i
O=C(COC(=O)c1ccccc1O)NCCCc1ccccc1	i	i	i	i	i	-2	i	i	0	0.1	i
CCCCC(=O)Nc1nnc(SCC(=O)NCC2CCCO2)s1 (centres undefined)	i	i	i	i	i	-9	i	i	-2	0.0	i
Cc1nc2ccccc2n1/N=C/c1ccc([N+](=O)[O-])o1	i	i	i	i	i	6	i	i	0	0.0	i
COc1nc(-c2ccccc2)cc(-c2ccc3c(c2)OCO3)c1C#N	i	i	i	i	i	-14	i	i	-2	0.6	i
COC(=O)c1sccc1NC(=O)CN(C)NS(=O)(=O)c1ccc(Cl)cc1	i	i	i	i	i	-13	i	i	-6	0.7	i
O=C(CN(CCc1ccccc1)S(=O)(=O)c1ccc(Br)cc1)N/N=C/c1ccccc1C(=O)O	i	i	i	i	i	6	i	i	7	0.0	i
CCOc1ccccc1N(C(C)=O)S(=O)(=O)c1ccc(Cl)cc1	i	i	i	i	i	-12	i	i	2	0.0	i
CCc1ccc(CN(C)Cc2nc(Cc3cccc(C(F)(F)F)c3)no2)nc1	i	i	i	i	i	?	i	i	2	0.4	i
COc1ccc(CC(=O)NCCC2=CCCCC2)cc1	i	i	i	i	i	-2	i	i	5	0.5	i
COc1ccc(CCNS(=O)(=O)c2ccc3oc(C(=O)O)c(C)c3c2)cc1OC	i	i	·	i	i	0	i	i	4	-0.3	i
CCC1CCCCN1C(=O)CSc1nc(C)cc(C)n1 (centres undefined)	i	i	i	i	i	10	i	i	0	-0.7	i
CC(C)CN(C(=O)COC(=O)c1cccnc1Cl)c1c(N)n(Cc2ccccc2)c(=O)[nH]c1=O	i	i	i	i	i	-3	i	i	-2	-0.3	i
CCOC(=O)Cn1c(C)c(Br)c(COC)c(C#N)c1=O	i	i	i	i	i	0	i	i	-21	0.4	i
O=C(O)C1=C[C@H](c2cccs2)C[C@H](OCc2ccc(CO)cc2)O1	i	i	i	i	i	-3	i	i	0	0.4	i
C=CCOc1ccc(C2C(C(=O)c3ccco3)=C(O)C(=O)N2c2nnc(C)s2)cc1 (centres undefined)	i	i	i	i	i	10	i	i	-2	3.1	-5*
O=C(c1ccccc1)N1CCN(C(=O)c2ccc(OC(F)(F)F)cc2)CC1	i	i	i	i	i	-1	i	i	2	-0.4	i
COc1ccc(-c2cc(C(F)(F)F)n3ncc(C(=O)Nc4c(C)n(C)n(-c5ccccc5)c4=O)c3n2)cc1	i	i	i	i	i	2	i	i	7	-1.5	i
CC(=O)N(CN1C(=O)C2C3C=CC(C3)C2C1=O)c1cccc(Cl)c1 (centres undefined)	i	i	i	i	i	0	i	i	12	-0.1	i
Cc1ccc(S(=O)(=O)Nc2cc(=O)[nH]c(SCc3ccccc3Cl)n2)cc1	i	i	i	i	i	13	i	i	0	-0.2	i
CCOC(=O)CC1C(=O)NCCN1c1nc2ccc(C)cn2c(=O)c1/C=C1\SC(=S)N(C(C)CC)C1=O (centres undefined)	i	61*	i	i	i	33	i	108*	-9	-0.5	i
O=C(Nc1ccc(Oc2ccccc2)nc1)C1CCN(Cc2ccccc2)CC1	i	i	-6*	i	i	3	i	i	3	-0.2	i
O=C(NCCCNCCCNC(=O)c1ccc(/C=N/O)nc1)c1ccc(/C=N/O)nc1	i	i	i	i	i	-2	i	i	-2	-0.2	i
Cc1oc2c(c(C)cc3oc(=O)c(CC(=O)N[C@H](C(=O)O)C(C)C)c(C)c32)c1C	i	i	i	i	i	18	i	i	-6	0.5	i
Cc1cc(Cl)ccc1OC(C)C(=O)Nc1ccc([N+](=O)[O-])cn1 (centres undefined)	i	i	i	i	i	5	i	i	7	-0.7	i
CC(C)Cn1c(CN2CCN(C(=O)c3ccco3)CC2)nc2c1c(=O)n(C)c(=O)n2C	i	i	i	i	i	-3	i	i	11	0.0	i
Cc1ccc(C(=O)Nc2c(-c3cccs3)c(=O)c3ccccc3n2C)cc1	i	i	i	i	i	-4	i	i	14	0.9	i
COc1ccc(N(C(=O)COc2ccc(F)cc2)S(=O)(=O)c2ccc(C)cc2)cc1	i	i	i	i	i	6	i	i	0	0.0	i
O=C(c1nc2ccc(Cl)cn2c1CN1CCCC(CO)C1)N1CCc2ccccc2C1 (centres undefined)	i	i	i	i	i	36	i	i	-6	-0.4	i
COC(=O)c1[nH]c2cc(OC)ccc2c1NC(=O)CN1CCOCC1	·	i	i	i	i	-1	i	·	?	-0.5	·
CN(C(=O)c1ccc(OC2CCN(CCc3ccccc3)CC2)cc1)C1CCOCC1	i	i	i	i	i	-5	i	i	2	-0.3	i
CC(C)(C)c1nc(Sc2ccc([N+](=O)[O-])cn2)n[nH]1	i	i	i	i	i	9	i	i	-3	0.2	i
COc1ccc(C2N(c3cccc(Cl)c3)C(=O)C3CCCN32)cc1 (centres undefined)	i	i	i	i	i	-1	i	i	7	0.1	i
CCOC(=O)C1CCN(c2ncnc3c(C)csc23)CC1	i	i	i	i	i	-3	i	i	-6	0.1	i
CC(C)c1ccc(C2CC(=O)N3CN(Cc4ccco4)CSC3=C2C#N)cc1 (centres undefined)	i	i	i	i	i	8	i	i	0	-0.3	i
COc1ccc(S(=O)(=O)N2CCN(Cc3ccccc3)CC2)c(C)c1	i	i	i	i	i	1	i	i	5	0.1	i
CCOC(=O)/C(=N\Nc1ccc(Br)cc1)N1CC(C)OC(C)C1 (centres undefined)	i	i	i	i	i	0	i	i	3	0.4	i
COc1cc(NC(=O)CSc2ccc(-c3cccnc3)nn2)cc(OC)c1	i	i	i	i	i	-4	i	i	-8	-0.1	i
CN(C)C(=N)c1n[nH]nc1SCc1ccccc1	i	i	i	i	i	-1	i	i	-6	-0.3	i
CN(C)c1ccc(N=Cc2cccn2C)cc1	i	i	i	i	i	15	i	i	6	-1.0	i
CCn1nc(C)c(NC(=O)c2cnn3c(C(F)F)cc(-c4ccccc4)nc23)c1C	i	i	i	i	i	-13	i	i	3	-0.8	i
O=S(=O)(Nc1ccc(N2CCCCC2)cc1)c1ccc(F)c(F)c1	i	i	i	i	i	3	i	i	2	0.4	i
COCCOC(=O)C1=C(C)NC(=O)N(C(C)=O)C1c1ccc(Cl)cc1 (centres undefined)	i	i	i	i	i	-2	i	i	-1	·	i

(listing goes on)
SMILES	MrgX1 PAM	TRPC6 activator	TRPC4 inh	RGS4 pot	TRPC6 inh	SKKanGAS inh	RGS4 block	MrgX1 ag	Platelet DG rel	HIF activator	MrgX1 antag
CCCOc1ccc(C(=O)CCC(=O)OCC(=O)Nc2ccc(OCC)cc2)cc1	i	i	i	i	i	0	i	i	4	0.1	i
CCOc1ccc(/C=C(\C#N)C(=O)Nc2cccnc2)cc1	i	i	i	i	i	1	i	i	-2	-0.5	i
COc1cccc(CN(C)C(=O)c2ccccc2Sc2ccccc2C#N)c1OC	i	i	i	i	i	-4	i	i	-6	0.1	i
CCOc1ccc(S(=O)(=O)N(CC(=O)NCc2cccnc2)c2ccc(F)cc2)cc1	i	i	i	i	i	3	i	i	10	-0.3	i
Cc1onc(-c2ccc(Cl)cc2)c1-c1ccnn1S(=O)(=O)c1cccc(C(F)(F)F)c1	i	i	i	i	i	5	i	i	1	1.1	i
CCCCc1ccc(NC(=O)CSc2nc(=O)n(CCN(CC)CC)c3c2CCC3)cc1	i	i	i	i	i	3	i	i	3	0.3	i
O=C(NCC(=O)N(Cc1ccccc1)C(C(=O)NC1CCCC1)c1ccncc1)c1ccco1 (centres undefined)	i	i	i	i	i	1	i	i	-1	1.0	i
Cc1cc(C(=O)N(CCC#N)Cc2cccs2)no1	i	i	i	i	i	-2	i	i	-5	0.0	i
COc1ccc(-n2nc(C(=O)NCC(=O)N3CCN(c4ccccn4)CC3)c3ccccc3c2=O)cc1	i	i	i	i	i	1	i	i	8	0.5	i
Cc1ccc2nc(C)cc(C(=O)N3CCCC(CO)(Cc4ccccc4C)C3)c2c1 (centres undefined)	i	i	i	i	i	-6	i	i	12	-0.3	i
COc1ccc(N/C=C(\C#N)c2ccc(OCCCF)cc2)cc1	i	i	i	i	i	-8	i	i	9	1.7	i
O=c1c2sccc2[nH]c(=S)n1-c1ccccc1	i	i	i	i	i	3	i	i	7	-0.5	i
